Compound activity as filed in PubChem.
PV pol inh = inhibitors of poliovirus RNA polymerase binding and polymerization; P03300; poliovirus polymerase elongation, fluorescence polarization; stronger effect = lower value; % elongation, % (compound at 16.7 µg/mL); 150,000 compounds, 0.66% hits; AID 588519; in the data active = % elongation below about 90%; also: some results filed as inactive read as strong as hits
Target sequence (P03300 1749-2209 limits assumed): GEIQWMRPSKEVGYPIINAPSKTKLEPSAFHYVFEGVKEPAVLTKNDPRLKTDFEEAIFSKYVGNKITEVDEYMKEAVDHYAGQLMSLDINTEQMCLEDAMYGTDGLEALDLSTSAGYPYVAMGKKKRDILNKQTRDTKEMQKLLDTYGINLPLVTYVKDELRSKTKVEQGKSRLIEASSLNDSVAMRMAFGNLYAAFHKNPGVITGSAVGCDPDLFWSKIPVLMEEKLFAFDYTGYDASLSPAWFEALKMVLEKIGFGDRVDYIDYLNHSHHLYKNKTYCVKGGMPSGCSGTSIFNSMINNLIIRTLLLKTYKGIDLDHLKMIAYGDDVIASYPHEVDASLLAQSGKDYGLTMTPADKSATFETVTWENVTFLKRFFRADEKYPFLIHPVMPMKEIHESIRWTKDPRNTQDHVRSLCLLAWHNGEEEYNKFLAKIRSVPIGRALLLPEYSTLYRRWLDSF
PV pol inh FP z-score = recorded beside PV pol inh, whose call it bears; z-score; measured here: FP z-score; hits read low
* hit, by the source's call; & = joins results of further samples. Not all compounds are listed; rates above refer to the full screens.

SMILES | PV pol inh | PV pol inh FP z-score
O=C(C1CC(=O)N(c2ccccc2)C1)N1CCc2ccccc2C1 (stereo not drawn) | 100 | -0.8
Cc1[nH]n(-c2ccccc2)c(=O)c1Sc1c(F)c(F)c(F)c(F)c1F | 99 | -0.9
CC(C)CCNC(=O)c1ccc(Cn2c(SCC(=O)NC(C)C)nc3ccccc3c2=O)cc1 | 109 | 0.6
COc1ccc(CCC(=O)NCc2cn3ccc(C)cc3n2)cc1 | 105 | 0.6
C=CCN1C(=O)/C(=C2\SC(N)=NC2=O)c2ccccc21 | 101 | 0.1
O=C(COc1nccc2ccccc12)N1CCCc2ccccc21 | 98 | -0.1
Clc1ccccc1-c1nnc(CNC2CC2)o1 | 102 | 0
Cc1cccc2c(-c3ccccc3)cc(=O)[nH]c12 | 104 | 0.2
COc1cc(/C=N/Nc2nc(C)cc(=O)[nH]2)ccc1O | 104 | 0.3
Cc1ccc(C)c(Cn2c3ccccc3c3cnn(CC(=O)NC(C)c4ccccc4)c(=O)c32)c1 (stereo not drawn) | 104 | -0.5
O=C(O)c1ccccc1Nc1ccccn1 | 103 | 0.5
Cc1cc(NCc2cccnc2)no1 | 104 | 0.8

Compounds from the list above that contain a halogen, in the order listed:
SMILES | PV pol inh | PV pol inh FP z-score
Cc1[nH]n(-c2ccccc2)c(=O)c1Sc1c(F)c(F)c(F)c(F)c1F | 99 | -0.9
Clc1ccccc1-c1nnc(CNC2CC2)o1 | 102 | 0

Part of the list above, with each value named:
O=C(COc1nccc2ccccc12)N1CCCc2ccccc21
  PV pol inh: 98 | PV pol inh FP z-score: -0.1

Clc1ccccc1-c1nnc(CNC2CC2)o1
  PV pol inh: 102 | PV pol inh FP z-score: 0

Cc1cccc2c(-c3ccccc3)cc(=O)[nH]c12
  PV pol inh: 104 | PV pol inh FP z-score: 0.2

Record cards (already shown).
Cc1cc(NCc2cccnc2)no1 reads PV pol inh = 104; PV pol inh FP z-score = 0.8
COc1cc(/C=N/Nc2nc(C)cc(=O)[nH]2)ccc1O reads PV pol inh = 104; PV pol inh FP z-score = 0.3

The list goes on:
SMILES | PV pol inh | PV pol inh FP z-score
O=C(CSc1nc2ccccc2c(=O)n1-c1ccccc1)NCCc1ccccc1 | 104 | 0.8
Nc1nnc2c(Nc3ccccc3)nc3nonc3n12 | 102 | -0.2
O=c1cc2nc(-c3ccccc3)nc(SCc3cccc(Br)c3)n2[nH]1 | 102 | -1
COC(=O)c1cc(NC(=O)C2CC(=O)NC3=C2C(=O)CCC3)cc(C(=O)OC)c1 (stereo not drawn) | 101 | -0.3
Cc1cc2[nH]c(=O)c(=O)[nH]c2cc1S(=O)(=O)Nc1cccc(C(F)(F)F)c1 | 103 | -0.8
CCc1ccc(NS(=O)(=O)c2ccc3nc(-c4ccccc4)[nH]c3c2)cc1 | 102 | 0.1
CC1CN(C(=O)Cc2ccc(Cl)cc2)CC(C)O1 (stereo not drawn) | 107 | 0.6
CN1c2ccccc2C(=O)/C(=C\Nc2ncccn2)S1(=O)=O | 106 | 0.2
Cc1ccc(CNC(=O)CCCn2nc(C)c3c(C)n(-c4ccccc4)nc3c2=O)cc1 | 123 | 3.3
CC(C)(C)C(=O)COC(=O)c1cc(-c2ccco2)nc2ccccc12 | 111 | 0.9
CC1=C(C(=O)Nc2ccccc2)C(c2cccc(O)c2)n2nc(-c3ccccc3Cl)nc2N1 (stereo not drawn) | 103 | -0.4
O=c1[nH]c2cc(Cl)ccc2n(Cc2ccccc2)c1=O | 99 | -0.2
COc1ccc2c(CNCc3ccco3)c(C(=O)O)n(Cc3ccc(F)cc3Cl)c2c1 | 109 | 0.4
Nc1nc2c(o1)oc1nc(-c3ccccc3)cc(-c3ccccc3)c12 | 104 | 1
CCN(C(=O)Cn1c(=O)n(Cc2ccc3c(c2)OCO3)c(=O)c2ccc(C(=O)NC3CCCCC3)cc21)c1cccc(C)c1 | 107 | 0.5
O=C(NCCc1ccccc1)c1cccs1 | 100 | -0.1
Clc1ccc(-c2onc3cc(-c4ccccc4)ccc23)cc1 | 104 | 0.5
Cc1cccc(-c2nc3scc(CCNS(=O)(=O)c4ccc5c(c4)OCCO5)n3n2)c1 | 111 | 0.8
COc1ccc(OCc2nc(C#N)c(NCCc3ccccc3)o2)cc1 | 105 | 0.8
c1ccc(N2CCN(c3ccnc(N4CCN(c5ccccc5)CC4)n3)CC2)cc1 | 107 | 0.4
CCNC(=O)c1cc(Br)ccc1Cl | 101 | 0.5
N#Cc1cccc(CSc2nnc(Nc3ccccc3)n2-c2ccccc2)c1 | 100 | 0.1
O=C(Cc1ccccc1)Nc1ccc(I)cn1 | 102 | 0.2
Cc1ccc(C2Nc3ccc4ccccc4c3C3=C2C(=O)CC(C)(C)C3)cc1 (stereo not drawn) | 102 | 0.2
CCOC(Cn1ccc(=O)[nH]c1=O)OCC | 101 | -0.1
COC(=O)CSc1nnc(Cc2cc(=O)[nH]c(=O)[nH]2)n1-c1ccc(OC)cc1 | 101 | 0.1
CN1C(=O)NC(=O)C1(C)C | 103 | 0
CC(C)NC(=O)c1ccc(Cn2c(=O)c3cccn3c3cccnc32)cc1 | 107 | 0
CC1(C)Cc2c(c(-c3ccco3)nc3sc4c(NC5CCCCC5)ncnc4c23)CO1 | 101 | 0.2
Oc1ccc(N=Cc2ccccc2O)cc1 | 107 | 1.4
COc1ccc(Nc2c3c(nc4ccc(NC(=O)/C=C/c5cccc(OC)c5OC)cc24)CCCC3)cc1OC | 102 | -0.2
COc1ccc(CNC(=O)C2CCCN(S(=O)(=O)c3ccc4c(ccn4C)c3)C2)c(OC)c1 (stereo not drawn) | 107 | 0.2
COc1ccc(NC(=O)c2nnn(Cc3nc(-c4cc(Br)ccc4OC)oc3C)c2C)cc1 | 107 | 0.3
O=C(Nc1ccc2nc(-c3ccccn3)[nH]c2c1)C1CCCCC1 | 100 | -0.4
C#CCO/N=C1/CCCc2nonc21 | 102 | 0.4
CCOc1ccc(C(=O)OC2CC3CCC(C2)N3C)cc1 (stereo not drawn) | 103 | 0.3

Some of these compounds in order of heavy-atom count, highest first:
SMILES | PV pol inh | PV pol inh FP z-score
CC(C)NC(=O)c1ccc(Cn2c(=O)c3cccn3c3cccnc32)cc1 | 107 | 0
O=C(Nc1ccc2nc(-c3ccccn3)[nH]c2c1)C1CCCCC1 | 100 | -0.4
Oc1ccc(N=Cc2ccccc2O)cc1 | 107 | 1.4
C#CCO/N=C1/CCCc2nonc21 | 102 | 0.4

More results.
SMILES | PV pol inh | PV pol inh FP z-score
Cc1ccc(Nc2c(F)c(F)c(F)c(F)c2C(=O)O)c(C)c1 | 101 | 0.3
CC(C)c1cc(C(C)C)c(S(=O)(=O)NCCC(=O)O)c(C(C)C)c1 | 103 | 0.4
CN(CC(=O)NC1CCCCCCC1)S(=O)(=O)c1ccc2[nH]c(=O)oc2c1 | 100 | -0.7
CCc1ccc(NC(=O)CN2C(=O)C3(SCC(=O)N3c3ccc(F)c(F)c3)c3ccccc32)cc1 (stereo not drawn) | 104 | 0
CC(C)Oc1ccc(CNC(=O)CN2C(=O)CCn3nc(-c4cn(C)c5ccccc45)cc32)cc1 | 98 | -2.3
OCCCNC(c1ccccc1)c1ccc(O)cc1 (stereo not drawn) | 107 | 1.7
NCCCN1CCN(c2ccccc2)CC1 | 99 | -0.8
O=C(c1cc2ccccc2oc1=O)N1CCN(c2ccc(Cl)cc2)CC1 | 108 | 0.8
Cc1cc(Cl)ccc1OC(C)C(=O)NCCCn1ccnc1 (stereo not drawn) | 100 | -0.3
Fc1ccc(-c2noc3ncnc(NCCc4ccccc4)c23)cc1 | 113 | 0.7
CCOC(=O)c1cnc2ccc(OCC)cc2c1NCCCN1CCOCC1 | 89* | -1.3*
Cc1c(C(=O)NC(C)CCc2ccccc2)oc2c1C(=O)CCC2 (stereo not drawn) | 102 | 0
O=C(Nc1ccccc1C(=O)OCc1cc(=O)n2c3c(sc2n1)CCCC3)c1ccc(Cl)cc1 | 100 | -1.6
O=c1[nH]c2cc(Cl)ccc2c(-c2ccccc2)c1SC1=NCCS1 | 104 | 0.6
Cc1ccc(C)n1CC1CCCO1 (stereo not drawn) | 98 | -1.8
CC(C)(CNC(=O)c1ccccc1Sc1ccccc1C#N)N1CCOCC1 | 101 | 0
COc1ccc(NC(=O)c2ccc(-c3nc(CSc4ccc(C)cc4)c(C)o3)cc2)cc1Cl | 106 | -0.3
COc1ccc(-c2[nH]ncc2C(=O)NCc2cccc(OC)c2)cc1 | 110 | 0
CCN(CC)C(=O)Cn1c(=O)n(CCc2ccccc2)c(=O)c2ccccc21 | 108 | 0.7
CN(CCCNC(=O)c1cc2c(=O)n(C)c3ccccc3c2s1)Cc1ccccc1 | 102 | -0.3
Cc1ccc(N2CCN(C(=S)c3ccc(N(C)C)cc3)CC2)cc1 | 93 | -1.6
O=C(NCCCN1CCN(c2ccccc2)CC1)c1cc2c(s1)-c1ccccc1OC2 | 99 | -2
O=C(NCCN1CCN(c2ccccc2F)CC1)C1CCCN(S(=O)(=O)c2cnc[nH]2)C1 (stereo not drawn) | 103 | 0.4
COc1cccc2ccc(Cl)nc12 | 104 | 0.4
COc1cccc(N=Cc2c(O)n(Cc3ccco3)c(=O)[nH]c2=O)c1 | 96 | -1.2
Oc1ccccc1CNCC1CCCO1 (stereo not drawn) | 99 | -0.5
Cc1ccc(CCNC(=O)c2cc3c(s2)-c2c(C)cccc2OC3)cc1 | 108 | 0.9
O=C(Nc1ccccc1)Nc1ccc(Oc2ncnc3cc(Cl)ccc23)nc1 | 100 | -0.6
CCn1c(O)c(N=Nc2c(C)n(C)n(-c3ccccc3)c2=O)sc1=S | 102 | 0.1
COc1ccc(CNC(=O)CCCOc2ccccc2)cc1 | 99 | -0.5
O=C(/C=C/c1cccs1)NCCN1C(=O)S/C(=C\c2cccs2)C1=O | 105 | 0.5
O=C(NCc1cccc(Br)c1)c1cnn(-c2ccc(F)cc2)c1-n1cccc1 | 108 | 0.2
CC(NC(=O)c1ccc2c(c1)N(Cc1ccc(Cl)cc1)C(=O)c1ccccc1S2(=O)=O)c1ccccc1 (stereo not drawn) | 108 | 0.4
O=C(CSc1nc2scc(-c3ccco3)c2c(=O)n1-c1ccccc1)Nc1ccccc1 | 106 | 0.2
COc1ccc(CNC(=O)C(=O)NCC(c2cccnc2)N2CCN(c3ccccc3F)CC2)cc1 (stereo not drawn) | 114 | 1.3
O=C(Cn1c(=O)cnc2ccccc21)NC(=O)NC1CCCCC1 | 104 | 0.3
NS(=O)(=O)c1ccc(CCNC(=O)C2(S(=O)(=O)c3ccc(Cl)cc3)CC2)cc1 | 100 | 0
Cc1[nH]c2ccc(C(=O)NCC3CCCO3)cc2c1C (stereo not drawn) | 107 | 0.5
COc1ccc(Cn2c(C(=O)O)c(CNCc3ccc(C)o3)c3ccc(C)cc32)cc1 | 108 | 0.1
O=C(NCc1ccco1)C1CCN(c2nc3ccccc3[nH]2)CC1 | 102 | -0.4
Fc1ccc(-n2ncc3c(N4CCCCCC4)ncnc32)cc1 | 101 | -1.1
CC(C)CC(NC(N)=O)C(=O)NCc1ccccc1Cl (stereo not drawn) | 103 | 0
O=C(/C=C1\Sc2ccccc2NC1=O)NCCc1ccccc1 | 102 | -0.2
COc1ccccc1NC(=O)NC(C)(C)CC(C)(C)C | 101 | -0.4
CCc1ccc(NC(=O)Cn2ccn(-c3ccc(C)c(C)c3)c(=O)c2=O)cc1 | 115 | 1.7
O=C(c1c[nH]c(-c2nc3ccccc3[nH]2)c1)c1ccccc1O | 141 | 4
CCCCN1C(=O)C2(/C(=C(/O)c3ccc(OCC)cc3)C(=O)C(=O)N2CCOC)c2ccccc21 (stereo not drawn) | 100 | 0.1
CCC1CCC(C(=O)NC(C(=O)Nc2cccc(OC)c2)C(C)C)CC1 (stereo not drawn) | 107 | 0.5
COc1ccc(-c2cc(C(F)(F)F)c(C#N)c(SCC(=O)Nc3ccc(F)cc3)n2)cc1 | 103 | -0.5
CCOC(=O)c1ccc2c(c1)[C@@H]1C=CC[C@@H]1[C@H](c1cccnc1)N2 | 101 | 0.1
CCCCC/C=C\C/C=C\CCCCCCCC(=O)O[C@@H](CO)COC(=O)CCCCCCCCCCCCCCCCC | 103&101 | 0.7&0.3
C=CCN1C(=O)C(CC(=O)Nc2ccc(C)cc2)SC1=Nc1cccc(O)c1 (stereo not drawn) | 101 | -0.2
COc1cccc(CNC(=O)c2nnc(CS(=O)(=O)c3ccccc3)o2)c1 | 103 | -0.2
Cc1cc(NC(=O)COCC(=O)O)ccc1-n1cnnn1 | 101 | -0.6
O=C1CSC(=O)N1CC(O)CCl (stereo not drawn) | 100 | -0.4
CCN(Cc1ccccc1)C(=O)CSc1nc2ncccc2o1 | 100 | -0.9
CCN1CCN(C(=O)c2ccc3c(c2)NC(=O)c2ccccc2S3)CC1 | 105 | 1.5
O=C(NC1CCS(=O)(=O)C1)/C(=C/c1ccco1)NC(=O)c1ccccc1 (stereo not drawn) | 102 | 0.1
CC(C)N1C(=O)S/C(=C/c2cc3c(cc2Cl)OCO3)C1=O | 101 | -0.2
COc1ccc(NC(=O)c2cc(-c3ccc4c(c3)OCO4)on2)c(OC)c1 | 106 | 0.5
O=C1CC(c2ccc(Cl)cc2)N=C(NC(=O)c2ccccc2)N1 (stereo not drawn) | 98 | -0.8
CN(C)CCCNc1oc(-c2ccccc2)nc1C#N | 105 | 0.2
